# MEKK2wt PB1 HTS: raises or lowers MEK5 binding to wildtype human MEKK2 PB1 domain. Q9Y2U5. bead flow cytometry, Alexa488-MEK5 binding to MEKK2 WT; actives lie on both sides. binding response (% of control), % at 10 µM. 1.1% of 290,000 active; in the data active = binding response below about 67% or above about 130%
# IMP-1 inh: blocks Pseudomonas aeruginosa IMP-1 metallo-beta-lactamase; AID 1556; inhibition, % at 5.6 µM; 0.45% of 290,000 active; purified IMP-1, nitrocefin hydrolysis, epi-absorbance fluorescence;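 active = inhibition above the mean plus 3 SD of all compounds in the same screening run, cut at about 4.5% in these data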;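 also: 0% = IMP-1 with DMSO and 100% = DMSO wells lacking enzyme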
#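 System: Purified IMP-1 | Read-out basis: Percent enzyme inhibition | Controls: IMP-1 with DMSO as 0%, enzyme-free DMSO as 100% | Replicates: One well per compound | Doses: 5.6 µM nominal single concentration | Detection: Epi-absorbance fluorescence, 480 nm excitation, 530 nm emission | Incubation: 25 °C, 15 min preincubation, 25 min reaction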
# MEKK2 mut-MEK5: signal of MEK5 binding to mutant human MEKK2 PB1 domain; percent response, % at 10 µM; bead flow cytometry, Alexa488-MEK5 binding to MEKK2 mutant; 0.35% of 290,000 active; in the data active = percent response above about 24%, passing the limit was not always enough; also: inactives centre near 1; some results filed as inactive read as strong as hits
# NALP1 yeast inh: inhibitors of NALP1 inflammasome in yeast. inhibition, % at 10 µM. 0.61% of 280,000 active. S. cerevisiae NALP1/ASC/caspase-1 growth, X-gal OD620, 72 h. AID 2071; in the data active = inhibition mostly above about 24%, no sharp cut-off; inactive = mostly below about 32%; also: some compounds called inactive have numbers as strong as hits
# SUMO HTRF inh: SUMOylation inhibition; HTRF SUMOylation assay, SAE1/SAE2 + UBC9, in vitro; P63279; 0.36% of 290,000 active; AID 2006; inhibition, % at 35 µM; in the data active = inhibition above about 50%, passing the limit was not always enough; also: strong numbers were not always called active
# Target sequence (P63279 whole entry, looked up): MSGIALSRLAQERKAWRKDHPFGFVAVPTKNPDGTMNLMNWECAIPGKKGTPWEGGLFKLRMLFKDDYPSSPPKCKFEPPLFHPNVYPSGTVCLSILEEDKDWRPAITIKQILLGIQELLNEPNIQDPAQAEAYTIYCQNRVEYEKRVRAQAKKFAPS
# VIM-2 inhibitor: blocks Pseudomonas aeruginosa VIM-2 metallo-beta-lactamase | purified VIM-2, nitrocefin hydrolysis, epi-absorbance fluorescence | inhibition, % at 5.6 µM | 0.89% of 290,000 active;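 active = inhibition above the mean of all tested compounds plus 3 SD, cutoff set per screening run, cut at about 7.5% in these data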;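 also: red hydrolysis product quenches plate fluorescence so inhibitors raise well fluorescence; 0% = enzyme with DMSO and 100% = DMSO without enzyme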
# NS3 helicase inh: blocks Hepatitis C virus NS3 helicase unwinding. AID 1800. 0.56% of 290,000 active. NS3 helicase DNA unwinding, Cy5 molecular beacon fluorescence. inhibition, % at 10.9 µM;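 active = inhibition above the mean of all tested compounds plus 3 SD, set per campaign, cut at about 35% in these data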;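 also: 0% = DMSO wells and 100% = thioflavine S control wells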
#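 Measured by: Cy5 fluorescence, 0 and 60 min reads / Assay system: NS3 helicase fragment of HCV / Control set: low DMSO, high thioflavine S at 110 µM / Times: 1 h reaction at 25 °C, ATP-initiated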
# PfM18AAP inh: blocks P. falciparum M18 aspartyl aminopeptidase; inhibition, % at 7.35 µM; recombinant PfM18AAP, H-Glu-NHMec fluorogenic cleavage; 1.2% of 290,000 active;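 active = inhibition above the campaign mean inhibition over all tested compounds plus 3 SD, cut at about 28% in these data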;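 also: 0% = plate median of test compound wells and 100% = 2 mM ZnCl2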
# FID counter: counter-screen for HCV NS3 helicase inhibitors: DNA intercalator displacement; AID 1845; DNA fluorescent intercalator displacement, fluorescence; 0.17% of 290,000 active; inhibition, % at 7.9 µM; in the data active = inhibition above about 37%;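 also: 0% = vehicle and 100% = reference compound; higher means more ethidium bromide displaced from hairpin DNA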
# Starred values were filed as active, the others as inactive; · = no result given. Not a hit list, and some 4.7% of all compounds hit somewhere here.
SMILES,MEKK2wt PB1 HTS,IMP-1 inh,MEKK2 mut-MEK5,NALP1 yeast inh,SUMO HTRF inh,VIM-2 inhibitor,NS3 helicase inh,PfM18AAP inh,FID counter
CC1(O)c2ccccc2C(=O)N1Cc1ccccc1 (stereo not drawn),96,-2.3,-1,-7,-6,-5.1,-2,-8,-6
c1cnc(-c2noc(CN3CCN(C4CCCC4)CC3)n2)cn1,88,-1.2,-7,2,14,-4.2,-12,-1,3
CC(=O)Nc1ccc(S(=O)(=O)Nc2cccc3cccnc23)cc1,101,-3.0,-3,-10,-83,0.6,-9,1,-11
CC1CCN(C(=O)CSc2ccc(-c3ccc4c(c3)OCCO4)nn2)CC1,94,-1.9,-7,-4,-2,-1.9,12,-1,-33
O=C(O)C1CCCN1C(=O)Nc1ccc(Cl)cc1 (stereo not drawn),92,-0.6,-2,27,3,-1.1,-2,1,5
CC(=O)N(CC(=O)Nc1nn(-c2ccccc2)nc1C(N)=O)Cc1ccccc1,96,-0.1,-4,-21,17,-2.7,13,-12,-8
CS(=O)(=O)N1CCN(c2ncccn2)CC1,110,-2.3,6,·,-12,0.0,1,-2,-1
Cc1nc2ccccc2c2oc(C(=O)N3CCN(c4ccc([N+](=O)[O-])cc4)CC3)cc12,97,2.1,-7,31,-20,-1.4,-5,-1,1
CC1CCN(S(=O)(=O)c2ccc(NC(=O)CSc3nnnn3C)cc2)CC1,97,-2.9,-1,32,1,-2.9,4,-2,-7
CCOc1cc(C2C3=C(CCCC3=O)OC3=C2C(=O)CCC3)cc([N+](=O)[O-])c1O,98,-1.1,-1,1,-21,-4.2,0,5,-6
CCOc1cc(NS(=O)(=O)c2ccc(OC)cc2)c(OCC)cc1NC(C)=O,92,-3.3,-2,5,11,-3.3,-14,-10,-7
Nc1nc(CSc2ccccn2)nc(Nc2ccccc2)n1,107,-2.8,-1,-2,-17,-2.2,3,-1,-10
CCSc1sccc1C1C(C#N)=C(N)N(c2cccnc2)C2=C1C(=O)CC(C)(C)C2 (stereo not drawn),96,-0.8,1,13,20,-0.5,5,3,-15
COCCNC(=O)CN1C(=O)c2cccc3cccc1c23,101,0.1,0,24,8,-1.0,2,2,0
COc1ccc2[nH]c(C)c(C(=O)CN(C)CC3OCCO3)c2c1,106,-1.6,7,·,36,-1.8,-2,8,-5
CCN1CCN(CCNC(=O)c2ccc(/C=C3/Sc4ccccc4N(Cc4cccc(Cl)c4)C3=O)cc2)CC1,280*,-0.2,120*,-1,-1,1.0,-39,-3,39*
Cc1cc(C)c2[nH]c(=O)c(CN(Cc3ccco3)C(=O)C3CCCO3)cc2c1 (stereo not drawn),101,-3.7,0,-5,4,-6.3,3,-10,-23
CC(Cl)C(=O)Nc1cc(C(C)(C)C)nn1-c1ccccc1 (stereo not drawn),110,-2.5,-3,-7,-3,-1.7,4,1,-1
Cc1c(C)c(C)c(S(=O)(=O)NCCc2ccccn2)c(C)c1C,111,-1.0,8,6,-1,-1.2,15,5,-32
COc1cccc(C(=O)NC2CCN(CC(=O)Nc3nccs3)CC2)c1,95,-3.0,-1,10,1,-3.7,1,2,-6
O=C(c1ccccc1)c1ccccc1N1C(=O)C=CC1=O,104,-2.1,4,6,8,-1.3,-3,-85,-4
CC1CCCCC1NC(=O)CSc1ccc([N+](=O)[O-])cc1 (stereo not drawn),90,-1.9,-3,·,-10,-1.4,0,5,-2
Clc1ccc(CNc2ccc(CNc3ncn[nH]3)cc2)c(Cl)c1,95,-1.4,1,10,6,-0.3,22,28*,-5
CCOC(=O)NC(NC(=O)OCC)C(=O)c1ccc(F)cc1,103,-1.5,3,2,-2,-0.3,0,-5,-4
Cc1cc(C)cc(NC(=O)Cn2nnc(C(=O)NCCc3ccccc3)c2N)c1,102,-0.4,1,5,27,-0.4,-12,1,-22
COc1cccc(N(CC(=O)N2CCCCCC2)S(C)(=O)=O)c1,106,-1.9,15,10,2,-1.5,-2,0,-6
Cc1ccc(N(C(C)C(=O)Nc2ccc(S(=O)(=O)N3CCOCC3)cc2)S(C)(=O)=O)cc1 (stereo not drawn),97,-1.7,-3,37,-5,1.3,2,5,-27
Cc1cc(C)cc(N(C(=O)C(F)(F)F)C(C(=O)NC2CCCCC2)c2cccs2)c1 (stereo not drawn),106,-1.8,6,9,21,-3.8,-3,3,-1
CN1CC(=O)NC1=NC(=O)c1cc(F)c(F)cc1Cl,107,-4.4,4,21,6,-2.7,3,3,-1
COc1ccc(NC(=O)N(CCC(C)C)C(C)c2ccccn2)c(OC)c1 (stereo not drawn),112,-2.8,4,5,14,-3.4,3,5,-17
Cc1ccc(CCSc2ccc(F)cc2)cn1,91,-2.5,-10,37,5,-4.7,-2,-2,-6
CC1CC(C)CN(c2cc(N(C)CCO)c([N+](=O)[O-])c3nonc23)C1 (stereo not drawn),102,-4.4,2,6,2,-2.9,-6,-1,-8
COc1cccc(N2CC(C(=O)Nc3ccc(C(=O)OC(C)C)cc3)CC2=O)c1 (stereo not drawn),98,-9.8,-1,-6,-8,-1.2,0,-12,-17
Cc1ccc(N2C(=O)C3C4CC(=O)C(c5ccccc54)C3C2=O)cc1 (stereo not drawn),98,0.0,-2,15,-20,-1.1,-1,-2,-8
Cc1nc([N+](=O)[O-])cn1CCC#N,94,-0.6,-3,-1,10,-0.8,-5,-4,0
CCOC(=O)c1cccc(NC(=O)CSc2nnc(-c3ccoc3C)n2CCOC)c1,109,-1.9,8,2,0,-4.4,-1,1,-29
O=C(O)c1cc(=O)c2cc(Cl)ccc2o1,119,-0.9,13,·,5,-0.3,2,-2,1
CC(=O)NC12CC3CC(C1)CC(C(=O)Nc1nc4ccc(S(C)(=O)=O)cc4s1)(C3)C2,102,-2.4,2,27,7,-0.5,6,2,-22
CCOC(=O)c1c(NC(=O)CSc2nc3cc(Cl)ccc3s2)sc(C(C)=O)c1C,100,-3.0,-1,32,-28,-0.8,7,2,-2
COc1ccc(NC(=S)N(C(C)C)C2CCN(C(C)C)CC2)cc1Cl,106,-0.7,8,47*,0,-1.1,-8,7,-2
CCOC(=O)C1=C(C)N=C2SC(C)C(=O)N2C1c1ccc(C(=O)OC)cc1 (stereo not drawn),89,-2.7,-10,3,16,-1.9,10,0,-27
CCc1nnc(NC(=O)C2CCCN(c3nc(C)cc(C)n3)C2)s1 (stereo not drawn),103,1.1,6,-8,2,-1.7,-1,-1,-7
OCCC1CN(Cc2cccn2-c2ncccn2)CCN1Cc1ccccc1 (stereo not drawn),99,-1.7,-1,-5,0,-1.7,-1,-1,1
Cn1c(SCC(=O)NCc2ccccc2)nc2c([nH]c3ccccc32)c1=O,67,-1.2,-18,-6,44,-1.3,-7,23,0
CCC(C)NC(=O)CN(c1cc(Cl)ccc1OC)S(C)(=O)=O (stereo not drawn),114,-1.5,1,11,0,-3.8,-10,-4,-1

# 13 of the compounds above, with tabs.
Structure	MEKK2wt PB1 HTS	IMP-1 inh	MEKK2 mut-MEK5	NALP1 yeast inh	SUMO HTRF inh	VIM-2 inhibitor	NS3 helicase inh	PfM18AAP inh	FID counter
COc1ccc(NC(=O)N(CCC(C)C)C(C)c2ccccn2)c(OC)c1 (stereo not drawn)	112	-2.8	4	5	14	-3.4	3	5	-17
Cc1ccc(CCSc2ccc(F)cc2)cn1	91	-2.5	-10	37	5	-4.7	-2	-2	-6
CC1CC(C)CN(c2cc(N(C)CCO)c([N+](=O)[O-])c3nonc23)C1 (stereo not drawn)	102	-4.4	2	6	2	-2.9	-6	-1	-8
COc1cccc(N2CC(C(=O)Nc3ccc(C(=O)OC(C)C)cc3)CC2=O)c1 (stereo not drawn)	98	-9.8	-1	-6	-8	-1.2	0	-12	-17
Cc1ccc(N2C(=O)C3C4CC(=O)C(c5ccccc54)C3C2=O)cc1 (stereo not drawn)	98	0.0	-2	15	-20	-1.1	-1	-2	-8
Cc1nc([N+](=O)[O-])cn1CCC#N	94	-0.6	-3	-1	10	-0.8	-5	-4	0
CCOC(=O)c1cccc(NC(=O)CSc2nnc(-c3ccoc3C)n2CCOC)c1	109	-1.9	8	2	0	-4.4	-1	1	-29
O=C(O)c1cc(=O)c2cc(Cl)ccc2o1	119	-0.9	13	·	5	-0.3	2	-2	1
CC(=O)NC12CC3CC(C1)CC(C(=O)Nc1nc4ccc(S(C)(=O)=O)cc4s1)(C3)C2	102	-2.4	2	27	7	-0.5	6	2	-22
CCOC(=O)c1c(NC(=O)CSc2nc3cc(Cl)ccc3s2)sc(C(C)=O)c1C	100	-3.0	-1	32	-28	-0.8	7	2	-2
COc1ccc(NC(=S)N(C(C)C)C2CCN(C(C)C)CC2)cc1Cl	106	-0.7	8	47*	0	-1.1	-8	7	-2
CCOC(=O)C1=C(C)N=C2SC(C)C(=O)N2C1c1ccc(C(=O)OC)cc1 (stereo not drawn)	89	-2.7	-10	3	16	-1.9	10	0	-27
CCc1nnc(NC(=O)C2CCCN(c3nc(C)cc(C)n3)C2)s1 (stereo not drawn)	103	1.1	6	-8	2	-1.7	-1	-1	-7

# High-throughput results (PubChem)
